# RGS12 GoLoco inh: inhibitors of human Gai1-RGS12 GoLoco interaction (red fluorophore); P63096; Gai1:RGS12 GoLoco peptide FP, rhodamine, 10 min; Potency, µM (doses to about 61.6 µM), for the others: at the top dose activity, negative = inhibition, most hits filed as inhibitors; 230,000 tested, 0.44% active; AID 880; active = well fitted inhibition curve with a large enough effect, not every such curve was filed as active; inactive = no such curve, though single readings can be large or run the other way; also: % is scaled to controls: 0 for no effect and ±100 for the full control effect; nearly all actives have a fitted effect of over 30% in size; many of its hits are not listed in these tables
# Target sequence (P63096 whole entry, looked up): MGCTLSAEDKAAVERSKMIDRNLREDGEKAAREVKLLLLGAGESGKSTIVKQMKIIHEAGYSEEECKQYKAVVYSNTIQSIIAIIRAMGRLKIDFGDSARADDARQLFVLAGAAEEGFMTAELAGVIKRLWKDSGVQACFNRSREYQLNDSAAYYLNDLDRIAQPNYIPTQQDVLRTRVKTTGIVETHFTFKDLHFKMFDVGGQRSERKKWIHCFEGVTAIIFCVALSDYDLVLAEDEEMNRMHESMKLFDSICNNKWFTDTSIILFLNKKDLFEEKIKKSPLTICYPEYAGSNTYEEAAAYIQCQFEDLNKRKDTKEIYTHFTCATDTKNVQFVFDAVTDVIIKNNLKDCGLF
# RECQ1 helicase: inhibitors of human RECQ1 DNA helicase. Potency, µM (series often up to 57.3 µM), for the others: at the highest dose activity, negative = inhibition, actives largely listed as inhibitors. P46063. AID 2549. RECQ1 DNA unwinding, red fluorescence kinetic read. 240,000 tested, 0.54% active;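 also: plate controls were vehicle for no effect and no enzyme for full effect; nearly all actives have a fitted effect of over 30% in size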
#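 50 nM RECQ1T1 preincubated 15 min with compound in Tris pH 8.0 buffer with MgCl2, DTT, Tween-20 and 2.5 ug/ml poly(dI-dC); started with 200 nM TAMRA/BHQ-2 forked duplex and 2 mM ATP. Unwinding read as fluorescence (525/598 nm), two reads 2 h apart.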
# Epigenetic reg: regulators of epigenetic silencing causing reporter derepression in mouse cells | AID 1865 | murine LDR cells, GFP reporter derepression, 30 h | 280,000 tested, 0.2% active | Potency, µM (titrated, usually from 53.9 µM), for the others: at the top dose GFP activation, most hits filed as activators; also: % of control where 0% means no effect; nearly all actives have a fitted effect of over 60% in size
#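 Murine LDR cells bearing a silenced CMV-driven GFP reporter were exposed to compound for 30 h at 37 C. After PBS washes, GFP-positive cells (20-120 um objects) counted by laser-scanning microplate cytometry.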
# IMPase Li cell: membrane-permeable IMPase blocker, potentiated with lithium. CHO-M1 cells, IP1 TR-FRET (IP-One), carbachol + lithium. AID 1457. Potency, µM (doses to about 59.4 µM), inactives show at the highest dose activity, negative = IMPase inhibition, hits mostly inhibitors. 210,000 tested, 0.35% active;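 also: IP1 builds up when IMPase is blocked and the TR-FRET signal falls; plate controls were basal vehicle for no effect and high inhibitor control for full effect; nearly all actives have a fitted effect of over 50% in size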
#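 CHO cells stably expressing M1 receptor (2000/well, cultured 16–30 h) treated 30 min at 37C with compound plus low lithium. Cytosolic IP1 by TR-FRET (665/620 ratio and 620 channel) after 10 min lysis; AC50 by Hill fit.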
# JMJD2E inh: inhibitors of human JMJD2E histone demethylase; B2RXH2; JMJD2E catalytic domain, FDH-coupled NADH fluorescence (FDH is formaldehyde dehydrogenase); Potency, µM (highest dose often 57.1 µM), for the others: at the top dose activity change, negative = inhibition, usual class: inhibitors; 230,000 tested, 1.6% active; active = well fitted inhibition curve with a large enough effect, not every such curve was filed as active; inconclusive = small, poorly fitted or top-dose-only effect, or another doubt; inactive = no such curve, though single readings can be large or run the other way;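 also: 0% = wells with enzyme and -100% = buffer wells without enzyme; nearly all actives have a fitted effect of over 50% in size; many of its hits are not listed in these tables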
# Target sequence (B2RXH2 1-337 limits assumed): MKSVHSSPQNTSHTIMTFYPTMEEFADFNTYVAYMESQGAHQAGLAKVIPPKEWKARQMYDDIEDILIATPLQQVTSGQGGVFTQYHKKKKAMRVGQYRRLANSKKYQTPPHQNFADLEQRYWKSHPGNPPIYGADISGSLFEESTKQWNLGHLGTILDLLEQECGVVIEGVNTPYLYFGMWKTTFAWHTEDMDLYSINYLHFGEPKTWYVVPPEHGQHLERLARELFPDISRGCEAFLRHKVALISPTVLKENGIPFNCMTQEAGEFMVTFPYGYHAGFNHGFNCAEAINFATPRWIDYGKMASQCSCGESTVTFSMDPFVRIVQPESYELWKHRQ
# NPSR antagonist: blocks cAMP signaling of the human neuropeptide S receptor. Q6W5P4. CHO-NPSR cells, cAMP TR-FRET, antagonist mode. Potency, µM (titrated, usually from 38.3 µM), for the others: at the top dose activity change, negative = inhibition, usual class: inhibitors. 220,000 tested, 1% active; also: % is scaled to controls: 0 for no effect and ±100 for the full control effect; nearly all actives have a fitted effect of over 50% in size; many of its hits are not listed in these tables
# Target sequence (Q6W5P4 whole entry, looked up): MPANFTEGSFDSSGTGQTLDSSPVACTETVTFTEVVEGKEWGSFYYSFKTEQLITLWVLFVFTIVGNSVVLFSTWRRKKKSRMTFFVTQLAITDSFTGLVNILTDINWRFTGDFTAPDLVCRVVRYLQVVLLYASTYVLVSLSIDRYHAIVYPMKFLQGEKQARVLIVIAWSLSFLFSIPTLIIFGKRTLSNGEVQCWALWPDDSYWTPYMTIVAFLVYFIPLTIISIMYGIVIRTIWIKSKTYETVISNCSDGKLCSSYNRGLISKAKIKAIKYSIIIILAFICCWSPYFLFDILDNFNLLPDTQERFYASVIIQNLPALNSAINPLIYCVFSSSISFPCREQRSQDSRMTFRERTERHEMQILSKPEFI
# SMN2 splice enh: SMN2 splice variant enhancement; HEK293 SMN2-luciferase splicing reporter, luminescence, 30-36 h; Potency, µM (doses to about 46.1 µM), without a hit: at the top dose activity change, positive = activation, most hits filed as activators; 210,000 tested, 2.8% active; AID 1458; also: % of control where 0% means no effect; nearly all actives have a fitted effect of over 55% in size
#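 HEK293 cells carry an SMN2 minigene-luciferase reporter in which exon 7 inclusion puts luciferase in frame. Cells were seeded at 2000 cells/well, attached for 10-12 hours, then exposed to compounds for 30-36 hours at 37C before ONE-Glo luminescence.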
# KinaseGlo FLuc: blocks Kinase-Glo luciferase, a counter-screen artifact; Q27757; Kinase-Glo luciferase, ATP luminescence, 8 min; Potency, µM (doses to about 38.3 µM), inactives show at the highest dose activity change, negative = inhibition, usual class: inhibitors; 200,000 tested, 0.28% active; AID 1379; also: % is scaled to controls: 0 for no effect and ±100 for the full control effect; nearly all actives have a fitted effect of over 60% in size
#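 Recombinant Kinase-Glo luciferase, 10 uM ATP (linear range), luciferin; imidazole pH 7.2 / KCl / MgCl2 / Tween / BSA buffer; 8 min RT; luminescence.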
# An asterisk follows results filed as active; i = inactive; u = inconclusive; x = no result given; [ ] = dose if it differs, or a comment. Unless noted, calls follow the shape of the dose curve; as a rule, active = well fitted curve in the direction sought with a large enough effect; inconclusive = small, poorly fitted or top-dose-only effect, or another doubt; inactive = no such curve, though single readings can be large; an effect the other way counts as inactive or inconclusive. Potency is read from the fitted curve at half-maximal effect.
structure	RGS12 GoLoco inh	RECQ1 helicase	Epigenetic reg	IMPase Li cell	JMJD2E inh	NPSR antagonist	SMN2 splice enh	KinaseGlo FLuc
Cc1scc(C(=O)NNC(=S)NCC2CCCO2)c1C (stereo unspecified)	-2%	-6%	0.6%	-6%[38.3 µM]	11%	2%[46.1 µM]	10%	-1%
COCCCNC(=S)NNC(=S)Nc1ccc(OC)cc1	4%	i	4.0%	x	-7%	9%	x	x
O=c1c2[nH]c3ccccc3c2ncn1Cc1ccccn1	-1%	0%	0.7%	-1%[38.3 µM]	u	6%[46.1 µM]	-11%	2%
COC(=O)c1cn(-c2ccc(F)cc2)c(=O)c2ccccc12	1%	i	-0.4%	-1%	-26%	-9%	8%	1%
CC(C)CN(C)c1nc(N)c(C(=O)N=C(N)N)nc1Cl	19%	i	-0.1%	13%	-4%	u	-22%	-3%
C=CCNC(=O)c1c(N)n(-c2ccc3c(c2)OCO3)c2nc3ccccc3nc12	9%	0%	1.9%	-11%[38.3 µM]	u	-6%[46.1 µM]	-27%	8%
COc1ccc(CCNC(=O)c2ccc(N3CCCC3=O)cc2)cc1OC	-3%	-3%	-1.0%	15%[38.3 µM]	-2%	-7%[46.1 µM]	23%	1%
COc1ccc(-c2cc(Nc3ccccc3NC(=O)C(F)(F)F)n(CCC#N)n2)cc1	-4%	-9%	7.5%	-1%	-9%	0%	3%	0%
Cc1cc(C)nc(N2CCC(C(=O)NNC(=O)Cc3ccccc3)CC2)n1	10%	-15%	-4.1%	x	u	-1%	x	x
CCOc1cc(S(=O)(=O)n2cnc(C)c2)ccc1Cl	-2%	-10%	-1.1%	-4%	-2%	2%	-12%	2%
Cn1cnc([N+](=O)[O-])c1Nc1ccccc1O	10%	1%	2.1%	9%	-24%	0%[46.1 µM]	-7%	-6%
O=C(CSc1nnc2c(n1)[nH]c1ccccc12)Nc1cccc(S(=O)(=O)N2CCOCC2)c1	4%	6%	u	x	-7%	2%	x	x
COC(=O)c1c(C)[nH]c(C(=O)OCC(=O)NCC(C)C)c1C	-3%	-4%	1.8%	24%[38.3 µM]	-2%	-5%[46.1 µM]	-41%[inhibitor]	7%
CN(C)c1nc(-c2ccccc2)nc(-c2ccc(Cl)cc2)c1C#N	-9%	6%	-2.0%	25%[38.3 µM]	-10%	u	3%	-3%
CCOC(=O)c1ccccc1NC(=O)c1c(O)c2ccccc2n(CC)c1=O	10%	6%	0.9%	30%[38.3 µM]	u	6%[46.1 µM]	-23%	1%
CC(C)C(=O)NN1c2ccccc2CCc2ccccc21	-8%	0%	-1.0%	x	2%	3%	x	x
O=C(OCc1ccccc1Cl)c1ccc(-n2cnnc2)cc1	17%	-7%	2.8%	1%[38.3 µM]	9%	-12%[46.1 µM]	-12%	4%
O=C(CN1CCN(Cc2ccc3c(c2)OCO3)CC1)Nc1ccc2c(c1)OCO2	0%	0%	-5.0%	50%[activator][38.3 µM]	-2%	-5%[46.1 µM]	27%	-5%
Cc1c(Br)c(C(N)=O)nn1C	8%	i	0.8%	26%[38.3 µM]	-6%	-7%[46.1 µM]	4%	-4%
COc1ccc(Br)cc1/C=C\C(=O)NCc1cccnc1	9%	i	-0.1%	4%	2%	16%	x	0%
O=C(NCCN1CCCCCC1)C1CCN(S(=O)(=O)N2CCOCC2)CC1	3%	-10%	0.4%	28%[38.3 µM]	-25%	4%[46.1 µM]	12%	1%
Cc1cc(Cl)c(S(=O)(=O)NC(C(=O)O)C(C)C)cc1OCC(=O)NC1CCCCC1 (stereo unspecified)	10%	-7%	-3.9%	17%[38.3 µM]	3%	-11%[46.1 µM]	-3%	2%
O=C(Nc1nnc(-c2cccs2)o1)c1cccc(C(F)(F)F)c1	5%	-11%	0.1%	-2%[38.3 µM]	u	-18%[46.1 µM]	-63%[inhibitor]	0%
COc1ccc(CCNS(=O)(=O)c2cccc3nsnc23)cc1OC	13%	14%	2.4%	9%[38.3 µM]	5%	-25%[46.1 µM]	-28%	-2%
O=C(O)c1ccccc1	-2%	-4%	x	-10%	x	x	-13%	x
Nc1ncnc(Nc2cccc(Cl)c2Cl)n1	15%	-19%	12%	-6%	0%	5%	-3%	-3%
C/C(=N\NC(=O)C1CC1)c1cccc(NC(=O)c2cccc(Cl)c2)c1	6%	18%	2.8%	2%	9%	-16%	22%	4%
Cc1cc(OCCn2cc(/C(N)=N/O)c3ccccc32)ccc1Cl	4%	-3%	14%	-1%[38.3 µM]	5%	28%[46.1 µM]	-18%	-1%
Cc1c(OC(=O)c2ccc([N+](=O)[O-])cc2)c2c(c[n+]1C)COC(C)(C)OC2	13µM*	i	-1.2%	-1%[38.3 µM]	u	8%[46.1 µM]	-5%	6%
C#CCOCCOCCOCCNc1nc(N2CCN(C(=O)[C@H](CCCCN)n3cc([C@@H](N)C(C)CC)nn3)CC2)nc(N2CCN(C(=O)[C@H](Cc3cc4ccccc4[nH]3)n3cc([C@@H](N)CC(C)C)nn3)CC2)n1 (stereo partly specified)	-5%	11%	-1.5%	6%	u	-3%	x	x
Fc1ccc(N2CCN(Cc3nnc(-c4ccccc4)o3)CC2)cc1	7%	-2%	-1.1%	-7%	5%	8%	-23%	-1%
Cc1ccc2nc3sc(C(=O)Nc4c(C)[nH]c(=O)[nH]c4=O)c(N)c3cc2c1	32%[activator]	-11%	u	19%	-25%	13%	-5%	2%
Cc1cc([N+](=O)[O-])nn1CC(=O)NNC(=S)Nc1ccc(Cl)cc1	4%	-2%	-1.0%	11%[38.3 µM]	8%	-8%[46.1 µM]	18%	-4%
O=C(O)/C=C/c1cn(-c2ccccc2)nc1-c1cc2ccccc2oc1=O	8%	i	-2.1%	x	-14%	35%	x	x
O=C(NC1CC1)C1=C[C@@H](C2CCCCC2)C[C@@H](OCc2ccc(CO)cc2)O1	-2%	-6%	-1.3%	-11%	6%	30%	x	x
O=C(Nc1ccccc1)c1cc(-c2ccccc2Cl)no1	-2%	-2%	-0.5%	-5%[38.3 µM]	-4%	-25%[46.1 µM]	u	-18%
CC(=O)Nc1cccn(Cc2c(Cl)cccc2Cl)c1=O	-2%	1%	2.2%	2%	-24%	8%	6%	-3%
COc1ccccc1NC(=O)CC1SC(=N)N(c2ccccc2)C1=O (stereo unspecified)	11%	i	0.0%	3%	12%	-10%	-7%	-1%
COc1ccc(OC)c(NC(=O)CCc2c[nH]c3ccccc23)c1	8%	i	-1.2%	-5%	6%	-12%	-8%	1%
Cc1ccc(NC(=O)CN2CCC(C(=O)c3ccc(F)cc3)CC2)cc1	5%	0%	0.0%	7%	4%	-9%[46.1 µM]	-62%[inhibitor]	6%
COc1ccc(-c2csc(/C(C#N)=C\c3cccc([N+](=O)[O-])c3)n2)cc1	-11%	-2%	-1.1%	-4%	3%	2%	-6%	-4%
COC(=O)c1[nH]c2ccc(Br)cc2c1NC(=O)CN1CCCCC1CCO (stereo unspecified)	0%	-16%	-2.3%	-26%[38.3 µM]	-3%	-11%[46.1 µM]	12%	-3%
COC(=O)N1CCC2(CCCN(C(c3ccccc3)c3ccccc3)C2)CC1	5%	-9%	x	16%	x	x	-20%	-2%
CC(C(=O)NCCN1C(=O)S/C(=C\c2cccs2)C1=O)N1C(=O)c2ccccc2C1=O (stereo unspecified)	-18%	-7%	-3.2%	8%	4%	0%	-8%	0%
O=C(NC1CCCC1)C1(c2ccccc2)CCN(S(=O)(=O)c2ccccc2)CC1	11%	-12%	3.5%	26%[38.3 µM]	-6%	-22%[46.1 µM]	-8%	-3%
Clc1ccc(CNCc2cccs2)cc1Cl	-5%	i	-2.2%	2%	-2%	0%	5%	-2%
O=C(NCCc1ccccc1)C(=O)NCC(c1ccco1)N1CCOCC1 (stereo unspecified)	3%	-7%	-0.1%	-6%	5%	9%	-4%	4%
Cc1ccc(OCCCCNC2CCCCC2)c(C)c1	-18%	i	-1.5%	12%	u	-20%	-1%	-4%
O=C(NCCN1CCOCC1)c1cc(=O)[nH]c2ccc(Br)cc12	1%	-2%	-0.3%	-7%[38.3 µM]	-5%	3%[46.1 µM]	-3%	-6%
CCOC(=O)C1=C(C)NC(SC)=C(C#N)C1CC(C)C (stereo unspecified)	8%	-23%	-2.7%	x	-5%	u	x	x

# The list continues:
structure	RGS12 GoLoco inh	RECQ1 helicase	Epigenetic reg	IMPase Li cell	JMJD2E inh	NPSR antagonist	SMN2 splice enh	KinaseGlo FLuc
CCc1c(C(=O)Nc2ccc(OC)cc2)[nH]c(C)c1C(C)=O	8%	-10%	0.0%	-19%[38.3 µM]	0%	-8%[46.1 µM]	22µM*	-4%
Cc1cccc(COc2ccccc2/C=N/Nc2ccc([N+](=O)[O-])cc2)c1	0%	-3%	7.7%	33%[38.3 µM]	1%	-12%[46.1 µM]	-9%	-4%
CCNC(=O)COc1ccc(S(=O)(=O)Nc2ccccc2)cc1	5%	i	3.8%	13%[38.3 µM]	7%	-3%[46.1 µM]	-8%	-1%
NC(=S)Nc1cccc2cc3ccccc3cc12	-3%	-3%	0.4%	30%[38.3 µM]	u	-8%[46.1 µM]	-38%[inhibitor]	0%
OC(COCc1ccccc1)Cn1cnc2ccccc21 (stereo unspecified)	4%	1%	-1.1%	-10%[38.3 µM]	0%	1%[46.1 µM]	-19%	-3%
COc1cccc(/C=N/n2c(CO)nc3ccccc32)c1OC	4%	-5%	0.8%	5%[38.3 µM]	-2%	-17%[46.1 µM]	-10%	-1%
CCC(O)c1c(-c2ccccc2)nn(C)c1Cl (stereo unspecified)	-4%	u	0.8%	9%	-2%	8%	-15%	-5%
O=c1[nH]c(-c2ccc3c(c2)OCO3)nc2c1sc(=S)n2-c1ccccc1	10%	i	16%	2%	6%	-39%	-13%	-1%
CC(=O)N1CCCc2cc(S(=O)(=O)N(C)Cc3ccccc3)ccc21	3%	11%	0.9%	16%[38.3 µM]	3%	-1%[46.1 µM]	-14%	1%
N#Cc1cnn(-c2ccccc2)c1NC(=O)CN1CCN(c2ccccc2)CC1	13%	-5%	0.1%	x	-3%	3%	x	x
CCNS(=O)(=O)c1ccc(NS(C)(=O)=O)cc1	1%	-15%	-1.2%	-6%[38.3 µM]	-5%	-6%[46.1 µM]	0%	1%

# The list is partial (hit frequency here may not be typical).
